From PubChem
Mcl1-Noxa inh – Mcl-1/Noxa interaction inhibition. TR-FRET Mcl-1/Noxa peptide binding, 2 h. inhibition, % at 21.7 µM. actives 1.5% (n = 220,000);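 active = compounds that cut the protein-peptide binding signal by more than 50% relative to plate controls in a single-dose test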;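 note: His-tagged Mcl-1 with rhodamine Noxa BH3 peptide and terbium anti-His antibody; 0% = Mcl-1 plus Noxa peptide wells and 100% = peptide-only wells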
Target sequence (Q07820 whole entry, looked up): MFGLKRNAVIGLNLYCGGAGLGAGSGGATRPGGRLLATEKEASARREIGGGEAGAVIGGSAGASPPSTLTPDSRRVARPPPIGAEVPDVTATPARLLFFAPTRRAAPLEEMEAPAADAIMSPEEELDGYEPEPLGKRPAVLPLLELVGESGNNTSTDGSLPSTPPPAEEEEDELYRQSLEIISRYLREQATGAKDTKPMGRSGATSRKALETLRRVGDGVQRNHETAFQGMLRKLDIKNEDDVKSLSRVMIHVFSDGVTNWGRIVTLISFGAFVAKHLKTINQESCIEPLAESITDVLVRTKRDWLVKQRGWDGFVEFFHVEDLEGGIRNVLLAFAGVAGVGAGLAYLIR
Avidin bead fluor – avidin bead compound fluorescence profile; actives 0.38% (n = 220,000); fluorescence (KMESF) at 10 µM; Avidin beads, compound fluorescence 488/530 nm, flow cytometry; stronger effect = higher value; in the data active = fluorescence above about 47; note: inactives centre near 10
Pf gametocyte – inhibitors of late stage P. falciparum gametocyte viability | inhibition, % at 10.9 µM | actives 0.065% (n = 150,000) | P. falciparum stage V gametocytes, ATP luminescence, 24 h;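 active = inhibition above the mean plus 3 SD of compounds within the control limits, set per campaign, cut at about 38% in these data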;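 note: 0% = DMSO wells and 100% = medium only without gametocytes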
ABCG2 block – inhibitors of human ABCG2 transporter, ABCB1 counter-screen; IgMXP3 cells, JC-1 efflux, flow cytometry; Q9UNQ0; AID 1325; actives 0.1% (n = 190,000); inhibition, % at 6.6 µM;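 active = inhibition above 80%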;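 note: 0% = DMSO and 100% = nicardipine control wells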
Target sequence (Q9UNQ0 whole entry, looked up): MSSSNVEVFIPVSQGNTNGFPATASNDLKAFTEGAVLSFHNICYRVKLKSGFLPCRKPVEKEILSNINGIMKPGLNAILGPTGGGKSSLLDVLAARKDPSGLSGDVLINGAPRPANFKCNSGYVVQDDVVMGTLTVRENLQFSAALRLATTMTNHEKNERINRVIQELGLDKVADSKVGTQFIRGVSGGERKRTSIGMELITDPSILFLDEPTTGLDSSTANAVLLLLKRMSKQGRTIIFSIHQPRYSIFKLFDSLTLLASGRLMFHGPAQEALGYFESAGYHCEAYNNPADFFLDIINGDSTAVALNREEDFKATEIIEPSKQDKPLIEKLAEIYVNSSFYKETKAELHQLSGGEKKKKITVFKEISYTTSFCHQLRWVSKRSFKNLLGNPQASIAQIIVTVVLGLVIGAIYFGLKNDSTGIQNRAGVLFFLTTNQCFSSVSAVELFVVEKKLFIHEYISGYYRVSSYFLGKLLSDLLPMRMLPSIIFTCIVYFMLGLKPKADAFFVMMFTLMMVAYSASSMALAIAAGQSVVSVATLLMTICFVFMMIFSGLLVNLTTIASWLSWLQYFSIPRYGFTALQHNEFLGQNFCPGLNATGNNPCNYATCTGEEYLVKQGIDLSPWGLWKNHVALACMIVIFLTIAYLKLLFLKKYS
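material = IgMXP3 (ABCG2) plus far-red-tagged CCRF-Adr (ABCB1) cells | amount = 3 million cells/mL, equal mix of both lines | also added = JC-1 transporter substrate | dosing = one concentration, 6.6 µM final | schedule = 10 min at 25 °C | measured by = flow cytometric JC-1 green MFI at 530 nm | read-out basis = percent efflux inhibition, scaled nicardipine 100% to DMSO 0%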
* = called active by the depositor; · = not tested or not shown. Only part of the results is shown, so the mix of outcomes need not match the whole.

[1] C1CC2NCCC3NCCC(N1)N32 (stereo unspecified)
[2] O=C1C2C3CCC(O3)C2C(=O)N1CCO (stereo unspecified)
[3] c1cncc(C2Nc3cccc4cccc(c34)N2)c1
[4] CC(C)(C)n1cc(C(=O)c2ccccc2)cc1-c1ccccc1
[5] CCCC(=O)N(C)C1=Nc2ccc(Cl)cc2C(c2ccccc2)=[N+]([O-])C1
[6] S=C1NC2(CCCCC2)NC12CCCCC2
[7] COc1cc(C=C2C(=O)NC(=O)NC2=O)ccc1O
[8] COC(=O)[C@@H](N)CCCN=C(N)N[N+](=O)[O-]
[9] Cc1cc(OCCN2CC2)c2ccccc2n1
[10] CNC(=O)Oc1ccc(N(C)C)cc1C(C)C

assay / compound,1,2,3,4,5,6,7,8,9,10
Mcl1-Noxa inh,-4,2,79*,3,-15,-5,4,10,-7,-12
ABCG2 block,·,·,·,·,·,·,·,·,·,·
Pf gametocyte,·,·,·,·,·,·,·,·,·,·
Avidin bead fluor,·,·,7,3,8,6,8,13,7,8

Complete entries from above. Values in the order: Mcl1-Noxa inh	ABCG2 block	Pf gametocyte	Avidin bead fluor
`S=C1NC2(CCCCC2)NC12CCCCC2` reads -5	·	·	6
`CC(C)(C)n1cc(C(=O)c2ccccc2)cc1-c1ccccc1` reads 3	·	·	3
`C1CC2NCCC3NCCC(N1)N32` (stereo unspecified) reads -4	·	·	·
`CCCC(=O)N(C)C1=Nc2ccc(Cl)cc2C(c2ccccc2)=[N+]([O-])C1` reads -15	·	·	8
`Cc1cc(OCCN2CC2)c2ccccc2n1` reads -7	·	·	7

Following part
[11] O=[As](O)(O)c1ccc(N=Nc2ccc(O)cc2)cc1
[12] COc1ccc(CNC(=O)/C=C/c2ccc3[nH]cc(CCN(C)C)c3c2)cc1
[13] CC[C@@]1(O)C(=O)OCc2c1cc1n(c2=O)Cc2cc3c(NC(=O)CN)cccc3nc2-1
[14] Cc1cc(OC(=O)N(C)C)n(-c2ccccc2)n1
[15] c1ccc2nc(OCCN3CC3)ccc2c1
[16] COc1ccc(CCN)cc1OC
[17] CN1CCN(c2nc(N)cc(=O)[nH]2)CC1
[18] COC1C(OC(=O)c2ccc(C)[nH]2)C(O)C(Oc2ccc3c(O)c(NC(=O)c4ccc(O)c(CC=C(C)C)c4)c(=O)oc3c2Cl)OC1(C)C (stereo unspecified)
[19] COC(=O)C1C=C2c3cccc4[nH]cc(c34)CC2N(C)C1 (stereo unspecified)
[20] CC(=O)Cc1c[nH]c2ccccc12

assay / compound,11,12,13,14,15,16,17,18,19,20
Mcl1-Noxa inh,8,7,18,10,12,-8,-14,16,46,-9
ABCG2 block,·,·,·,·,·,·,·,·,·,·
Pf gametocyte,·,·,·,·,·,·,·,·,·,·
Avidin bead fluor,5,7,15,-2,7,6,9,2,10,10

[21] CC[C@@]1(O)C(=O)OCc2c1cc1n(c2=O)Cc2cc3ccccc3nc2-1
[22] COc1ccc(/C=C2/C(=O)NC(=O)N(c3ccccc3)C2=O)cc1CN1C(=O)c2ccccc2C1=O
[23] CC(C)COC(=O)c1ccccc1C(=O)OCC(C)C
[24] c1cncc(C2CCCCN2)c1 (stereo unspecified)
[25] CN1CCN(c2nc(N)c(Br)c(Cl)n2)CC1
[26] CC1C2Cn3c(nc4ccccc43)C1N(C)O2 (stereo unspecified)
[27] CCOC(=O)c1cncn1[C@H](C)c1ccccc1
[28] CN1C(=O)COc2c(C(=O)NC3CN4CCC3CC4)cc(Cl)cc21 (stereo unspecified)
[29] CCCC[N+]1(C)[C@@H]2CC(OC(=O)[C@H](CO)c3ccccc3)C[C@H]1[C@@H]1O[C@@H]12 (stereo partly specified)
[30] C[C@]12CC[C@@H](O)C[C@@H]1CC[C@@H]1[C@@H]2CC[C@]2(C)C(=O)CC[C@@H]12

assay / compound,21,22,23,24,25,26,27,28,29,30
Mcl1-Noxa inh,-6,-12,6,14,4,-3,-29,-4,-21,17
ABCG2 block,·,·,·,·,·,·,-1,0,-1,0
Pf gametocyte,·,·,·,·,·,·,·,·,·,·
Avidin bead fluor,6,7,7,7,6,12,6,14,6,6

[31] CC(C)[N+](C)(CCC(C(N)=O)(c1ccccc1)c1ccccc1)C(C)C
[32] C=C1C[C@@H]2[C@H](CC[C@]3(C)C(=O)CC[C@@H]23)[C@@]2(C)C=CC(=O)C=C12
[33] CN1C(=O)CN=C(c2ccccc2)c2cc(Cl)ccc21
[34] COc1ccc(CN2CCCC(C(=O)c3ccc(Cl)cc3)C2)c(OC)c1 (stereo unspecified)
[35] O=P(Oc1ccccc1)(Oc1ccccc1)C(O)c1ccc(Cl)cc1 (stereo unspecified)
[36] CCOc1ccc(NC(=O)c2c(O)[nH]c(=O)[nH]c2=O)cc1
[37] CCOC(=O)C1(CCc2ccccc2)CCN(CC(O)CO)CC1 (stereo unspecified)
[38] COC(=O)C1=C(c2ccc(-c3ccccc3)c(F)c2)C[C@@H]2CC[C@H]1N2C(=O)N1CCc2cc(OC)c(OC)cc2C1
[39] CC(CN(C)C1CCN(C)CC1)c1ccccc1 (stereo unspecified)
[40] CCCNC(=O)N1[C@H]2CC[C@@H]1C(C(=O)OC)=C(c1ccc(OC(F)(F)F)cc1)C2

assay / compound,31,32,33,34,35,36,37,38,39,40
Mcl1-Noxa inh,-23,-31,-14,·,·,·,·,·,·,·
ABCG2 block,3,0,0,·,·,·,·,·,·,·
Pf gametocyte,·,·,·,0,16,-2,3,-26,5,-17
Avidin bead fluor,6,5,6,·,·,·,·,·,·,·

[41] O=C(O)C1=CC2c3ccccc3C1c1ccccc12
[42] CCOC(=O)[C@]12Cc3cc(OC)ccc3[C@H]1N(Cc1ccccc1)C(=O)c1ccccc12
[43] COc1cc2c3cc1Oc1c(OC)c(OC)cc4c1[C@H](Cc1ccc(cc1)Oc1cc(ccc1O)C[C@H]3N(C)CC2)N(C)CC4
[44] CCc1ccc(CNCCc2c[nH]c3ccccc23)cc1
[45] COc1cc(CN2CCN(C(=O)Cc3ccccc3)CC2)cc(OC)c1OC
[46] CCCCn1c(=O)c(C(=O)NCc2ccccc2OC)c(O)c2ccccc21
[47] CCOc1ccccc1CN1CCCC(C(=O)c2cc(F)ccc2F)C1 (stereo unspecified)
[48] COC(=O)C1=C(c2ccc(F)cc2F)C[C@@H]2CC[C@H]1N2C(=O)NCc1ccc(F)cc1
[49] CCN1CCN(CC(c2ccccc2)c2ccccc2)CC1
[50] Cc1cccc(-n2c(C)nc3ccc(Cl)cc3c2=O)c1

assay / compound,41,42,43,44,45,46,47,48,49,50
Mcl1-Noxa inh,·,·,·,·,·,·,·,·,·,·
ABCG2 block,·,·,·,·,·,·,·,·,·,·
Pf gametocyte,-3,-16,-7,2,12,0,-2,-10,-5,6
Avidin bead fluor,·,·,·,·,·,·,·,·,·,·

[51] COC(=O)C1=C(c2ccc(Cl)c(C(F)(F)F)c2)C[C@@H]2CC[C@H]1N2C(=O)NCc1cc(C)oc1C(F)(F)F
[52] COc1ccc(OC)c(CN2CCN(C(=O)Cc3ccccc3)CC2)c1
[53] COc1ccc(CCNCc2sccc2C)cc1
[54] COC(=O)C1=C(c2ccccc2OCc2ccccc2)C[C@@H]2CC[C@H]1N2C(=O)NC1CCN(Cc2ccccc2)CC1
[55] CCCCn1c(=O)c(C(=O)NCCc2ccccc2)c(O)c2ccccc21
[56] COC(=O)C1=C(c2ccccc2OCc2ccccc2)C[C@@H]2CC[C@H]1N2C(=O)NCc1ccccc1
[57] COC(=O)C1=C(c2ccc(S(C)(=O)=O)cc2)C[C@@H]2CC[C@H]1N2C(=O)NCc1ccccc1
[58] Cc1ccc(CC(=O)N2CCN(C)CC2)cc1
[59] C1CCCN(C2CCNCC2)CC1
[60] CCCCCn1c(=O)c(C(=O)Nc2ccccn2)c(O)c2ccccc21

assay / compound,51,52,53,54,55,56,57,58,59,60
Mcl1-Noxa inh,·,·,·,·,·,·,·,·,·,·
ABCG2 block,·,·,·,·,·,·,·,·,·,·
Pf gametocyte,-1,3,10,16,14,0,-3,0,1,8
Avidin bead fluor,·,·,·,·,·,·,·,·,·,·

[61] CN(C)CCSC1c2ccccc2CSc2ccccc21 (stereo unspecified)
[62] COC(=O)C1=C(c2ccc(OC(F)(F)F)cc2)C[C@@H]2CC[C@H]1N2C(=O)N1CCCC1
[63] COC(=O)C1=C(c2ccc(OC)c(OC)c2)C[C@@H]2CC[C@H]1N2C(=O)NCCOc1ccccc1Cl
[64] CC(C)NC(=O)Cn1cc(C(=O)c2ccccc2)c2ccccc21
[65] CNCC(O)c1cc(F)c(OCc2ccccc2)c(OCc2ccccc2)c1F (stereo unspecified)
[66] COC(=O)C1=C(c2ccc(Cl)c(C(F)(F)F)c2)C[C@@H]2CC[C@H]1N2C(=O)NCc1ccco1
[67] COC(=O)C1=C(c2ccccc2)C[C@@H]2CC[C@H]1N2C(=O)N1CCC(O)CC1
[68] COC(=O)C1=C(c2cccc(OC)c2OC)C[C@@H]2CC[C@H]1N2C(=O)NC1CC1
[69] COC(=O)C1=C(c2ccc(F)cc2OCc2ccccc2)C[C@@H]2CC[C@H]1N2C(=O)NCc1ccco1
[70] CC(C)CCOP(N)(=O)Oc1ccccc1Cl (stereo unspecified)

assay / compound,61,62,63,64,65,66,67,68,69,70
Mcl1-Noxa inh,·,·,·,·,·,·,·,·,·,·
ABCG2 block,·,·,·,·,·,·,·,·,·,·
Pf gametocyte,4,10,-9,-26,12,-19,5,3,-22,-9
Avidin bead fluor,·,·,·,·,·,·,·,·,·,·

[71] COc1cccc(CN2CCN(Cc3cccc(F)c3)CC2)c1
[72] O=C1C2C3CCC(O3)C2C(=O)N1c1cccc(F)c1 (stereo unspecified)
[73] Cc1ccccc1CCNCc1cc2cccc(C)c2[nH]c1=O
[74] COC(=O)C1=C(c2ccc(S(C)(=O)=O)cc2)C[C@@H]2CC[C@H]1N2C(=O)NCCCOC(C)C
[75] CCC[C@H](N[C@@H](CCC)[C@H](O)c1ccccc1)[C@H](O)c1ccccc1
[76] COC(=O)C1=C(c2ccc(OCc3ccccc3)cc2)C[C@@H]2CC[C@H]1N2C(=O)NCc1ccc([N+](=O)[O-])cc1
[77] COC(=O)C1=C(c2ccc(F)cc2OCc2ccccc2)C[C@@H]2CC[C@H]1N2C(=O)NCc1ccc(OC)cc1
[78] COc1ccccc1NC(=O)c1cn(CCC#N)nc1-c1cccc(Cl)c1
[79] COc1ccc(CNCCc2ccc(Cl)cc2)c(OC)c1OC
[80] COC(=O)C1=C(c2cccc(C#N)c2)C[C@@H]2CC[C@H]1N2C(=O)NCc1ccco1

assay / compound,71,72,73,74,75,76,77,78,79,80
Mcl1-Noxa inh,·,·,·,·,·,·,·,·,·,·
ABCG2 block,·,·,·,·,·,·,·,·,·,·
Pf gametocyte,-12,8,-5,-8,-8,-34,10,6,6,-2
Avidin bead fluor,·,·,·,·,·,·,·,·,·,·

[81] COc1cccc(CN2CC=C(c3ccc(F)cc3)CC2)c1
[82] C1=CC(Cc2cncs2)c2ccccc21 (stereo unspecified)
[83] CCCCCn1c(=O)c(C(=O)Nc2cccc(C)c2)c(O)c2ccccc21
[84] CCCCCn1c(=O)c(C(=O)Nc2ccccc2C)c(O)c2ccccc21
[85] C[N+](C)(N)CCOC(=O)C(O)(c1ccccc1)C1CCCCC1 (stereo unspecified)
[86] COC(=O)C1=C(c2cc3ccccc3o2)C[C@@H]2CC[C@H]1N2C(=O)NCc1ccccc1
[87] COc1ccc(OC)c(C(O)C2CCCCN2)c1 (stereo unspecified)
[88] Clc1cccc(CN2CCCCC2c2cccnc2)c1 (stereo unspecified)
[89] COC(=O)C1=C(c2ccc(OC(F)(F)F)cc2)C[C@@H]2CC[C@H]1N2C(=O)NCCOc1ccc(OC)cc1
[90] NS(=O)(=O)OC(CCc1ccccc1)C(Cl)(Cl)Cl (stereo unspecified)
[91] NP(=O)(OCCCc1ccccc1)c1ccccc1 (stereo unspecified)
[92] N#C[C@H](O[C@@H]1O[C@H](CO[C@@H]2O[C@H](CO)[C@@H](O)[C@H](O)[C@H]2O)[C@@H](O)[C@H](O)[C@H]1O)c1ccccc1
[93] COC(=O)C1=C(c2ccc(OC)c(OC)c2)C[C@@H]2CC[C@H]1N2C(=O)NCCOc1ccc(OC)cc1

assay / compound,81,82,83,84,85,86,87,88,89,90,91,92,93
Mcl1-Noxa inh,·,·,·,·,·,·,·,·,·,·,·,·,·
ABCG2 block,·,·,·,·,·,·,·,·,·,·,·,·,·
Pf gametocyte,3,-14,0,-8,14,-49,13,-3,10,6,6,-18,17
Avidin bead fluor,·,·,·,·,·,·,·,·,·,·,·,·,·
